# mcGAS MS inh = inhibitors of Mus musculus cyclic GMP-AMP synthase, initial high-throughput assay, cell-free, RapidFire MS; Q8C6L5; recombinant mouse cGAS, cGAMP by RapidFire MS; inhibition, % at 12.5 µM; 0.18% of 130,000 active;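 active means inhibition of cGAS enzyme activity at or above 60%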;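 further: enzyme stimulated by 45 bp dsDNA with ATP and GTP substrates; cGAMP share of summed cGAMP plus half ATP and half GTP signals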
# Target sequence (Q8C6L5 whole entry, looked up): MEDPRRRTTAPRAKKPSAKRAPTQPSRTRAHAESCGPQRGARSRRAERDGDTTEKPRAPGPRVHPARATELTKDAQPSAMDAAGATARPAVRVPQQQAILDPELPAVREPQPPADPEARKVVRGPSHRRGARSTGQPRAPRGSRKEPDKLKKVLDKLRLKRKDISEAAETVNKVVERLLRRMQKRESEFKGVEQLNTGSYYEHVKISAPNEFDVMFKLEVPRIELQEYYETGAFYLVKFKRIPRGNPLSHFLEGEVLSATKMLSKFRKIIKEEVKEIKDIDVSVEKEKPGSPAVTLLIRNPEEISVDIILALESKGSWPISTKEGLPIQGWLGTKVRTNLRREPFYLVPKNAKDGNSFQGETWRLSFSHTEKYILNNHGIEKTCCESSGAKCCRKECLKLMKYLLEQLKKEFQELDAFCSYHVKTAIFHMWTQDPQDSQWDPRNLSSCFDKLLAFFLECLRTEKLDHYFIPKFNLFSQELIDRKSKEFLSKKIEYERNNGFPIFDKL
# Starred values were filed as active, the others as inactive; & = joins results of further samples. Not all compounds are listed; count on the stated rates, not on these rows.
mcGAS MS inh | canonical_smiles
0.5 | CCCCC[n+]1cccc(C(=O)N2c3c(nc(NC(=O)C(C)C)[nH]c3=O)NC(C)C2C)c1 (centres undefined)
-10.2 | N#CC(c1ccccc1)N(CCCCl)C(=O)c1ccc(Br)o1 (centres undefined)
-31.7 | OC1CCN(c2ccnc(-c3cc4ccccc4o3)n2)C1 (centres undefined)
-3.8 | N#CSc1ccc(N2CCOCC2)cc1
-5.7 | CC(=O)N1Cc2ccccc2CC1C(=O)N1CCN(c2ccccc2)CC1 (centres undefined)
-11.6 | CN(C)Cc1ccc(C(=O)NC2CC2c2ccc(F)cc2)cc1 (centres undefined)
-47.9 | O=S(=O)(NCCn1ncc2c(N3CCCC3)ncnc21)c1ccc(F)cc1
-30.8 | Cc1c(CN(C)Cc2cnc(-c3cccc4ccccc34)nc2)cnn1C
2.4 | Cc1c[nH]c(=O)n1-c1cccc(C#N)c1
-10.9 | CC(C)N1CCn2nc(C(=O)N3CCC(Oc4ncccn4)CC3)cc2C1
-18.2 | Cc1ccc(CN(C)C(=O)Nc2ccc(N3CCCC3=O)cc2)cc1
-7.0 | CCOC(=O)c1cc2cc(NC(=O)N(CC3CCOC3)C3CC3)ccc2s1 (centres undefined)
-7.6 | N#Cc1ccc(S(=O)(=O)Nc2c(F)cccc2N2CCCC2)cc1
-1.6 | COC(=O)c1sc(NC(=O)c2ccccc2F)c(C(=O)OC)c1C
2.0 | CC1(C(=O)O)CCCN1C(=O)c1cc(F)cc(F)c1 (centres undefined)
-1.5 | CC(OC(=O)c1ccc2c(c1)C(=O)N(Cc1ccco1)C2=O)C(=O)c1ccc(C(C)(C)C)cc1 (centres undefined)
6.9 | COc1ccc(-c2ccc(C)c(NS(=O)(=O)CCc3ccccc3)c2)nn1
-8.0 | Cc1cccc(Nc2ccc(N3CCN(C(=O)CCc4ccccc4)CC3)nn2)n1
0.1 | Cc1nc(CN2CCN(c3cc(C(C)C)nc(N(C)C)n3)CC2)cs1
-5.7 | Brc1cccc(C=Cc2nc3ccccc3o2)c1
-10.8 | CC(C)c1nc(CCN(C)C(=O)c2cc(=O)c3ccccc3o2)no1
-3.4 | COC(=O)C1=C(C)NC(=S)NC1c1cccc([N+](=O)[O-])c1 (centres undefined)
-3.8 | N#Cc1ncn(CC(=O)NCCc2cccc(Cl)c2)n1
-12.7 | O=C(c1cc(-c2ccc(O)cc2)n[nH]1)N1CC(c2ccncc2)C1
-9.3 | O=C(CC1C(=O)NCCN1Cc1ccccc1)NCc1nnc2n1CCCC2 (centres undefined)
-13.0 | CCCN(CCC)CC(O)CN1C(=O)NC(C)(C)C1=O (centres undefined)
11.3 | c1cc(N2CCOCC2)nnc1N1CCOCC1
2.9 | O=C(CS(=O)Cc1cccc(F)c1F)NCc1ccccc1 (centres undefined)
7.4 | CC(=O)c1sc2nc(CSc3nnc(Cc4csc(C)n4)o3)[nH]c(=O)c2c1C
-6.9 | CCc1cccc(CC)c1NC(=O)CSc1nncn1-c1cccnc1
-30.0 | Ic1ccc(C=NNc2ccc(-n3ccnc3)nn2)o1
-0.2 | COCc1cc(C)nc2sc(C(=O)Nc3ccccc3N3CCOCC3)c(N)c12
-12.0 | Cc1nn(C)c(C)c1C(C)C(=O)N(C)Cc1cccc(Cl)c1Cl (centres undefined)
-38.4 | Cc1cccc(Nc2nc(-c3ccc(-c4ccc([N+](=O)[O-])cc4Cl)o3)cs2)n1
-11.5 | Cn1nnc(-c2ccc(N)cc2)n1
-5.3 | Cc1ccc(NC(=O)NC2CCC(C)CC2)cc1-n1cnnn1 (centres undefined)
-27.2 | COc1cc(NC(=O)CN2C[C@@H]3CC[C@@H]2C3)ccc1NC(=O)CC(C)C
-4.1 | COCc1nc(N2CCNCC2)c2c3c(sc2n1)CCCC3
-4.8 | O=C(NCc1n[nH]c(=O)[nH]1)c1ccc(-c2ccccc2)cc1
-1.9 | CN(Cc1ccc2nonc2c1)C(=O)CC1C(=O)NCCN1Cc1ccccc1 (centres undefined)
-9.8 | CC(C)(C)c1cc(N)ncn1
-15.8 | CC=CC(=O)OCC(=O)Nc1sc(C)c(C)c1C(=O)OCC
-34.0 | CCc1cccc(C)c1NC(=O)N(C)CC1CCCCC1
-6.2 | Cc1cc(C)c(C#N)c(SCC(=O)N2CCOCC2)n1
-11.1 | Cc1cccc(OCC(O)Cn2cnc3c(Cl)cc(Cl)cc3c2=O)c1 (centres undefined)
-34.0 | Cc1n[nH]c(C)c1CC(=O)N1CCC2(CC1)CN(C)CCN2C
-6.0 | COc1ccccc1C(CO)Nc1nc2ccccc2c2nc(C)nn12 (centres undefined)
1.1 | CCOc1ccc(/C=C2\N=C(c3cccc(Br)c3)OC2=O)cc1
-1.3 | Cc1ccc(C(=O)N2CCN(C(C#N)c3ccccc3)CC2)cc1C (centres undefined)
-13.4 | O=S(=O)(c1ccc(-c2ccno2)s1)N1C[C@H]2CC=CC[C@H]2C1
-8.1 | O=C(c1cc2ccccc2c(=O)[nH]1)N1CCN(S(=O)(=O)c2ccc(F)c(F)c2)CC1
-7.3 | Cc1ccc(C(=O)N2CCC(c3[nH]ncc3Cc3ccccc3)CC2)c(=O)n1C
-4.0 | N#Cc1ccccc1COC(=O)C1(c2ccccc2)CC1
1.2 | CN(C)N=Cc1ccc(Cl)c([N+](=O)[O-])c1
-0.7 | CC(C(=O)NC1CC1)N1CCN(C(=O)/C=C/c2ccc(C(F)(F)F)cc2)CC1 (centres undefined)
-8.9 | Cc1cc(C)cc(CC(=O)N2CCC2(C)C(=O)NS(=O)(=O)c2cccc(F)c2)c1 (centres undefined)
4.4 | O=C(NCCCn1nc(-c2ccccc2)ccc1=O)Nc1ccc2c(c1)OCO2
-6.0 | CCCCn1ccc2nc3ccn(-c4ccn[nH]4)c(=O)c3cc2c1=O
-12.9 | Cc1ccc2c(c1)C1CN(C)CCC1N2C(=O)COc1ccccc1F (centres undefined)
-3.4 | C=CCn1c(SCC(=O)N2CCCC2)nc2sc3c(c2c1=O)CCC3

# (cont.)
mcGAS MS inh | canonical_smiles
-4.4 | CC(C)(C)NC(=O)NC(=O)CNc1c(F)cccc1N1CCCC1
-7.7 | COC(=O)CSc1nc2nc3c(cn2n1)C(=O)CC(c1ccccc1)C3 (centres undefined)
-5.7 | CC(C)(C)c1ccccc1OCC(=O)NCCC(=O)O
-12.0&-11.3 | Cc1ccc(F)cc1NS(=O)(=O)N(C)C(C)C1CC1 (centres undefined)
0.6 | CCCC(CCC)C(=O)Nc1c(C)nc2ccc(C)cn2c1=O
7.6 | C=CCC1(NCc2ccco2)CCN(C)CC1
2.2 | Cc1cc(C(=O)NC(C)c2ccc(C(F)(F)F)cc2)c2c(=O)[nH]n(C)c2n1 (centres undefined)
-6.0 | Cc1nc(NCCC(=O)Nc2nccs2)cc(C2CCNCC2)n1
-1.8 | Cc1cc(C)n(-c2ccc(C(=O)N3c4ccccc4OCC3C)cn2)n1 (centres undefined)
8.7 | COc1ccc(OC(C)C(=O)N(CC(F)F)C2CC2)cc1 (centres undefined)
-15.9 | CCN(CC)S(=O)(=O)c1ccc(C)c(N2C(=O)CC3(CCCCC3)CC2=O)c1
-3.6 | Cc1oc2nc[nH]c(=O)c2c1C(=O)N1CCC(Cc2ccccc2)CC1
-12.1 | COc1ccc(C2CC(=O)C3=C(C2)N=C(C)C(C#N)C3c2ccc(O)cc2)cc1 (centres undefined)
-0.3 | CS(=O)(=O)N1CCC(Oc2ccccc2C(=O)NC2CCOC2)CC1 (centres undefined)
-9.4 | Cc1c(C(=O)NCc2cccs2)c(C(F)(F)F)nn1C1CCCN(C)C1 (centres undefined)
-4.0 | CC(=O)Nc1ccc(OC(C)C(=O)N(C)c2ccccc2)cc1 (centres undefined)
-4.4 | COc1ccc(C(CNC(=O)/C=C/c2c(Cl)nc3ccccn23)N(C)C)cc1 (centres undefined)
-0.5 | CC1(C)C2(Cl)C(Cl)C(Cl)C(Cl)(C(Cl)Cl)C1(Cl)C2Cl (centres undefined)
3.3 | CC(C(=O)N1CC(=O)Nc2ccccc21)N1CCN(CC(=O)N2CCCCCC2)CC1 (centres undefined)
-6.7 | COc1cccc2cc(C(=O)NCC(c3ccco3)N3CCOCC3)oc12 (centres undefined)
1.0 | CN(C)c1nc2c(c(-c3ccccc3CO)n1)CCCC2
8.1 | COc1cc(OC)c(C(=O)Oc2cc(C)ccc2C(C)C)cc1OC
-7.4 | COCc1nn2c(nnc3c(=O)n(CCc4c[nH]c5ccccc45)ccc32)c1-c1ccccc1
-10.8 | CC1CCCCC1NC(N)=O (centres undefined)
-2.4&-0.4&0.1 | O=S(=O)(O)CCS
-5.6 | O=C(NC1CCCCC1)C1CCN(S(=O)(=O)N2CCOCC2)CC1
1.1 | CC(C)COCC1CC2(CC(C)(c3csc(Nc4ccccc4Cl)n3)OC2=O)C(=O)O1 (centres undefined)
4.6 | Cc1nc(CC(C)C)sc1C(=O)N1CCC2C1C2C(F)(F)F (centres undefined)
-6.5 | CN(C)c1ccc(Nc2cccc3nonc23)cc1
-2.1 | CCOC(=O)c1c(Cc2ccccc2)c[nH]c1C
-2.2 | Cc1ccnc(CC(C)N(C)C(=O)c2ccc(N(C)C)c3ccccc23)c1 (centres undefined)
-3.2 | O=C(O)c1cc(-c2cc(NCc3cccnc3)nc3[nH]ccc23)cs1
-11.6 | O=C(Cc1cc2c(cc1Cl)OCCO2)N1CCCC(c2ccn[nH]2)C1 (centres undefined)
3.1 | NC(=O)c1ccsc1NC(=O)CSc1nnc(-c2cccs2)o1
-7.8 | O=C(Oc1ccc2c(c1)OCO2)c1cc(F)c(F)c(F)c1F
-6.7 | Cc1nnc(NC(=O)C(C)Oc2cccc(C(C)(C)C)c2)s1 (centres undefined)
-1.6 | C=CCNC(=O)c1ccccc1N1CCC(N)CC1
-7.0 | COc1cc(-c2nc3c(C)cccc3cc2CO)cc(OC)c1OC
-6.9 | COC(=O)C1(NC(=O)c2cnn(C(C)(C)C)c2)CCC(C)CC1 (centres undefined)
-8.8 | CC1=CCC(c2nnco2)C(c2ccc(Cl)cc2)C1 (centres undefined)
-1.4 | C=CCNC(=O)Cn1c(=O)c2c(OCC)c(CC)cnc2n(C)c1=O
-4.5 | Cc1nn(C)cc1CN(C)CC1(O)CCCN(Cc2ccc(F)c(F)c2)C1=O (centres undefined)
-0.8 | O=C(CCc1nc(-c2ccccn2)no1)N1CCc2sccc2C1
-10.6 | O=C(O)CCC12CC3CC(CC(C3)C1)C2
-6.7 | Cc1csc(C(C#N)C(=O)CSc2nnc(Cc3csc(C)n3)o2)n1 (centres undefined)

# Ordered by formula weight (highest first): some entries from above.
mcGAS MS inh | canonical_smiles
-6.7 | Cc1csc(C(C#N)C(=O)CSc2nnc(Cc3csc(C)n3)o2)n1 (centres undefined)
3.1 | NC(=O)c1ccsc1NC(=O)CSc1nnc(-c2cccs2)o1
-11.6 | O=C(Cc1cc2c(cc1Cl)OCCO2)N1CCCC(c2ccn[nH]2)C1 (centres undefined)
-1.4 | C=CCNC(=O)Cn1c(=O)c2c(OCC)c(CC)cnc2n(C)c1=O
-6.9 | COC(=O)C1(NC(=O)c2cnn(C(C)(C)C)c2)CCC(C)CC1 (centres undefined)
-8.8 | CC1=CCC(c2nnco2)C(c2ccc(Cl)cc2)C1 (centres undefined)
-1.6 | C=CCNC(=O)c1ccccc1N1CCC(N)CC1

# More entries follow.
mcGAS MS inh | canonical_smiles
-6.4 | CCN(C(=O)c1cccn(Cc2ccccc2)c1=O)c1cccc(C)c1
0.4 | COC(=O)c1sc(NC(C)c2ccc(S(C)(=O)=O)cc2)nc1Cl (centres undefined)
-8.3 | Fc1ccc(C2Oc3ccccc3C3CC(c4ccc5c(c4)OCCO5)=NN32)cc1 (centres undefined)
-9.2 | COc1ccc(N=C(N2CCCCC2)P(=O)(N2CCCCC2)N(C(C)C)C(C)C)cc1 (centres undefined)
5.1 | O=C(CCn1cccn1)N1CCCC(CNS(=O)(=O)c2cccs2)C1 (centres undefined)
-6.8 | c1ccc2c(c1)OCC(c1nnc3c4c5c(sc4ncn13)CCCC5)O2 (centres undefined)
-4.7 | CCc1ccc(C(=O)Nc2cccc(NC(C)=O)c2C)cc1
0.2 | COc1ccc2c(c1)OC1(CCN(C(=O)/C=C/c3ccc(C)cc3)CC1)CC2=O
-10.3 | COc1cccc2c1OCC(C1CC(=O)Nc3cc4[nH]ncc4cc31)=C2 (centres undefined)
-15.0 | O=C(Nc1cccc2c1C(=O)c1ccccc1C2=O)c1ccc(-c2ccccc2)cc1
-11.7 | COCc1cc(CNC2CSCCSC2)n[nH]1
-6.1 | Cc1nn(CC(N)=O)c(=O)c2c1cnn2-c1ccccc1
-4.7 | COc1ccc(-n2ccnc2-c2ccc(Sc3nncn3C)o2)cn1
-17.2 | Cc1cc(N)c(-n2c(C)c3c(C)nnc(C)c3c2C)cc1C
-7.8 | Cc1ccc(C=C(C#N)C(=O)NC2CC2)s1
-12.3 | Cc1cc(=O)[nH]c(SCc2cn3ccsc3n2)n1
-13.0 | N#Cc1c(-c2ccc(Cl)cc2)cc(C2CC2)nc1N
-1.9 | Cc1nc2ccc(Cl)cn2c(=O)c1NC(=O)CC1CCCCC1
-1.2 | Cn1cnnc1CC1CCN(C(=O)Nc2cccc3ccccc23)CC1
-8.0 | O=C(NCC1CC(=O)N(C2CCCC2)C1)c1ccc2nc[nH]c2c1 (centres undefined)
3.7 | O=C(C1=Cc2ccccc2OC1)N1CCN(S(=O)(=O)c2cc(C(F)(F)F)ccc2Cl)CC1
9.9 | O=C(Nc1ccc(-c2cscn2)cc1)C1CCCN(CCCn2cccn2)C1 (centres undefined)
82.0* | CC(C)C(=O)Nc1cc(C2CC2)nn1C1CCS(=O)(=O)C1 (centres undefined)
-3.3 | NC(=O)c1nc(-c2cc(Br)ccc2O)nc2c1[nH]c(=O)n2-c1cccc(Cl)c1
6.4 | Cc1nnc(SC(C)C(=O)Nc2ccc(Cl)cc2Cl)[nH]c1=O (centres undefined)
-8.0 | O=C(c1cc[n+]([O-])cc1)N1CCC2(CCCN(Cc3cccc(F)c3F)C2)C1 (centres undefined)
-4.7 | O=C1N(Cc2cccc(Cl)c2)C[C@@H]2C[C@@H](c3cc4ccccc4o3)N3CCC[C@@]123
-7.4 | COc1ccc(C2CCCCCN2C(=O)c2ccc(C(N)=O)cc2)cc1 (centres undefined)
-4.5 | O=C(c1cc(COc2cccc(F)c2)[nH]n1)N1CCC(N2CCSCC2)CC1
